Bioassay records from PubChem BioAssay.
PfHsp40 yeast – rescue of yeast from PfHsp40 toxicity, primary screen, S. cerevisiae, ATP luminescence | growth rescue, % at 12.5 µM | 340,000 compounds, 0.68% hits | S. cerevisiae expressing PfHsp40, growth rescue; in the data active = growth rescue above about 28%, passing the limit was not always enough;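 note: yeast W303a lacking pdr1 and pdr3 grown in galactose medium; growth measured after three days at 30 °C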
FadD28 binding – inhibitors of FadD28 bisubstrate probe binding, primary screen, biochemical, fluorescence polarization, single point; Mycobacterium tuberculosis FadD28 fatty-acid-AMP ligase; inhibition, % at 12.5 µM; 360,000 compounds, 0.22% hits; in the data active = inhibition above about 8.5%, passing the limit was not always enough
TcdB GH inh – TcdB glycohydrolase inhibitors, primary screen, biochemical, single point, plate reader | inhibition, % at 9.99 µM | Toxin B (Clostridioides difficile), P18177 | TcdB glycohydrolase enzymatic assay | 350,000 compounds, 0.24% hits; in the data active = inhibition above about 10%
Target sequence (P18177 whole entry, looked up): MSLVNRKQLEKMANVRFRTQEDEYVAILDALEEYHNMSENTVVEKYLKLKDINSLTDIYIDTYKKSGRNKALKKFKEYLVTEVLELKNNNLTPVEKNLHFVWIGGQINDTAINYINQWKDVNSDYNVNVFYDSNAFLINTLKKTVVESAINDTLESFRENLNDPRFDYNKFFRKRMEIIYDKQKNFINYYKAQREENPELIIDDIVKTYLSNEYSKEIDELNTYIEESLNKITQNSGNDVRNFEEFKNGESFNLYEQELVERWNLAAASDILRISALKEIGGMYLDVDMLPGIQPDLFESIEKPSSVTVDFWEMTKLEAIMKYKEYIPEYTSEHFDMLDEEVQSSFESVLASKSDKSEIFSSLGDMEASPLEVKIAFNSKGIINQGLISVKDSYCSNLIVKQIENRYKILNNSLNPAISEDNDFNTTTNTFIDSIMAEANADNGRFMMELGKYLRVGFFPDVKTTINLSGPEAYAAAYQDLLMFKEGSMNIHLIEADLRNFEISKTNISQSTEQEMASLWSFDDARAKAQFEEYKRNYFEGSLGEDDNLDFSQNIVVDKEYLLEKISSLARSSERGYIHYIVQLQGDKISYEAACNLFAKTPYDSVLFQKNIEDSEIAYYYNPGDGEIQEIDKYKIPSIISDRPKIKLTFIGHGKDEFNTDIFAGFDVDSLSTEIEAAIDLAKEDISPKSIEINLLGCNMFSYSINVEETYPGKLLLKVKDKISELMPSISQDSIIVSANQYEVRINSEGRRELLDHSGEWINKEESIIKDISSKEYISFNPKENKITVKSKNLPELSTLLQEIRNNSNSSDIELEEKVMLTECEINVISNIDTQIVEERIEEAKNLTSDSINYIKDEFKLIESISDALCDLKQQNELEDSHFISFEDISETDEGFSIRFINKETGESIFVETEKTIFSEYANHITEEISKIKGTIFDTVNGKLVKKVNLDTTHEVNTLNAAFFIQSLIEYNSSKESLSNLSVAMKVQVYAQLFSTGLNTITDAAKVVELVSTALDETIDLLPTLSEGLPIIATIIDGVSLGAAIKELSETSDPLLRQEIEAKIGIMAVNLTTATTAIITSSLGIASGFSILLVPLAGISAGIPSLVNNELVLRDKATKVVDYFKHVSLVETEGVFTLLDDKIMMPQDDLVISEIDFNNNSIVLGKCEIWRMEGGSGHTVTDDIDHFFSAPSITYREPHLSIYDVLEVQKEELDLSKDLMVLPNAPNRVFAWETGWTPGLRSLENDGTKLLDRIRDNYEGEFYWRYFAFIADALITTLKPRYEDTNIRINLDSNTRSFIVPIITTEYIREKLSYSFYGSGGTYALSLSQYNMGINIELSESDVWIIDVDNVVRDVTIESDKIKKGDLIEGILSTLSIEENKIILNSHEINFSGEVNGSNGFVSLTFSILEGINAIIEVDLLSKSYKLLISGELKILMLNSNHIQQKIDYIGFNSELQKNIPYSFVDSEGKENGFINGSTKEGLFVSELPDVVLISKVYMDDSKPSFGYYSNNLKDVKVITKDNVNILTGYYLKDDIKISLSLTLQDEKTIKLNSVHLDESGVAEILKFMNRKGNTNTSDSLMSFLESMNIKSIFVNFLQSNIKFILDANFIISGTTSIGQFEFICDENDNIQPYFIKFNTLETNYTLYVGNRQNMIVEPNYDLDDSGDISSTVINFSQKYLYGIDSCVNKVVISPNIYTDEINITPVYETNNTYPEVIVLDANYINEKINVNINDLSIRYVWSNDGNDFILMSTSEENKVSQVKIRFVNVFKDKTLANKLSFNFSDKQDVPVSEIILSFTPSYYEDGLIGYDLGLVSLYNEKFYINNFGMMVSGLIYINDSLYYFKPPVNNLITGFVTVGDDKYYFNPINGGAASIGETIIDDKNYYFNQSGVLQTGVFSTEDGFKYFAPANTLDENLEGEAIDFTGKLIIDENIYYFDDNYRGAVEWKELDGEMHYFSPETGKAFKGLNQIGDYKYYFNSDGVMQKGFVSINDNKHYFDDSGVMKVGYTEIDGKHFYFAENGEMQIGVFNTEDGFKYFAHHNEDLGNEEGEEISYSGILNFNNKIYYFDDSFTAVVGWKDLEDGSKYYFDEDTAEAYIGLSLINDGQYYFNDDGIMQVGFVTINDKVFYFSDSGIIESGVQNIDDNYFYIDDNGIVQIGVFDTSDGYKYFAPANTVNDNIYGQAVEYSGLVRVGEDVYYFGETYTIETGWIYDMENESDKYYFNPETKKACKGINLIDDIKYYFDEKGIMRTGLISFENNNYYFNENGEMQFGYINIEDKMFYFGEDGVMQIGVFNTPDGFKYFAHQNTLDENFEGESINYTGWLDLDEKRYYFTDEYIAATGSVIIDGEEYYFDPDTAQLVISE
Y pestis TopoI – Yersinia pestis topoisomerase I inhibitors, primary screen, biochemical, cleavage product accumulation, plate reader, single point; 360,000 compounds, 0.064% hits; activity, % at 10 µM; AID 504884, 2011; Y. pestis Topo-I cleavage product accumulation; in the data active = activity above about 50%, passing the limit was not always enough; note: inactives centre near 2
Anthrax LF prot – Bacillus anthracis LF protease inhibitors, primary screen, biochemical, multiplex microsphere, MLPCN library | multiplex microsphere protease cleavage assay | inhibition, % at 10 µM | Lethal factor (Bacillus anthracis), P15917 | 360,000 compounds, 0.12% hits; note: plate controls were buffer without enzyme for full effect and enzyme alone for no effect
PrPC surface inh – inhibitors of human cell surface prion protein PrPC, primary screen, cell-based, TR-FRET. TR-FRET read-out. inhibition, % at 13.8 µM. 370,000 compounds, 0.43% hits. Major prion protein (Homo sapiens), P04156; in the data active = inhibition above about 24%; note: 0% = median of the test wells and 100% = reference compound wells
BoNT A protease – BoNT/A light chain protease inhibitors, primary screen, biochemical, flow cytometry, MLPCN library | AID 588499, 2011 | inhibition, % at 10 µM | multiplex microsphere protease substrate cleavage | 360,000 compounds, 0.17% hits | Botulinum neurotoxin type A light chain protease (Clostridium botulinum A str. ATCC 3502); note: plate controls were buffer without enzyme for full effect and enzyme alone for no effect
CCHFV vOTU inh – CCHFV vOTU protease inhibitors, primary screen, biochemical, Pep-AMC substrate, fluorescence; inhibition, % at 11.5 µM; 370,000 compounds, 0.55% hits; AID 651958, 2012; Crimean-Congo hemorrhagic fever virus L polyprotein viral ovarian tumor (vOTU) protease …; in the data active = inhibition above about 30%; note: 0% = vehicle wells with enzyme and 100% = no enzyme wells
BoNT F protease – BoNT/F light chain protease inhibitors, primary screen, biochemical, flow cytometry, MLPCN library | Botulinum neurotoxin type F light chain protease (Clostridium botulinum) | Multiplex microsphere protease cleavage assay | inhibition, % at 10 µM | 360,000 compounds, 0.22% hits | AID 588497, 2011; in the data active = inhibition above about 35%, passing the limit was not always enough; note: plate controls were buffer without enzyme for full effect and enzyme alone for no effect
* marks the source's active call; other numbers are inactive results; / = no result given. Cut-off read from the data, not from the text of the source, unless noted: active = inhibition above about 30%; inconclusive = no clear call, values can overlap the other calls; inactive = below that.

No. | molecule | PfHsp40 yeast | FadD28 binding | TcdB GH inh | Y pestis TopoI | Anthrax LF prot | PrPC surface inh | BoNT A protease | CCHFV vOTU inh | BoNT F protease
1 | Cc1ccc(C(=O)OCC(=O)Nc2cc(S(C)(=O)=O)ccc2Cl)cc1S(=O)(=O)N1CCCCC1 | 0.8 | -0.9 | 0.7 | 19 | 0 | 2 | -5.5 | 4 | -13
2 | O=C(COC(=O)CNC(=O)c1ccccc1)Nc1ccc(F)c([N+](=O)[O-])c1 | -1.4 | -0.6 | 0.4 | -5 | 4 | -22 | -0.2 | -5 | 2
3 | NC(=O)C1(Nc2ccc(-c3ccc(Br)cc3)cc2)CCCC1 | -0.4 | -2.5 | 11* | -3 | -3 | 1 | -0.4 | 8 | -8
4 | O=S(=O)(c1ccc2c(c1)OCCO2)N1CCc2ccccc21 | 1.5 | -1.5 | 0.5 | 1 | 0 | 1 | -1.4 | -18 | -1
5 | Cc1sc(N)nc1-c1ccc2c(c1)OCCO2 | 0.0 | -0.8 | 3.3 | -12 | 14 | -5 | -4.0 | 0 | -20
6 | COc1ccc(NC(=O)CN(C)CC(=O)c2[nH]c(C)c(C(C)=O)c2C)cc1 | 0.0 | -1.1 | -3.8 | -2 | -6 | 5 | -0.5 | 17 | 0
7 | COc1ccc(C(=O)Nc2nc3ccc(S(C)(=O)=O)cc3s2)cc1 | 0.8 | -4.2 | / | -4 | 1 | 3 | 0.6 | 20 | 3
8 | O=C(NCCNC(=O)c1ccccc1Br)c1cccnc1 | -0.1 | -1.6 | -0.5 | 1 | 1 | -2 | -0.9 | 10 | -2
9 | CCC(C)NC(=O)c1ccc(CS(=O)(=O)c2ccc(OC)cc2)o1 (configuration not stated) | -0.6 | -0.6 | 0.9 | 0 | -4 | -4 | -0.6 | 1 | -8
10 | Cc1c(Cl)c(C(F)(F)F)nn1CC(=O)NN | 0.7 | 0.5 | -0.5 | 1 | 0 | -2 | -0.5 | 12 | -2
11 | CC(C)N(C(=S)Nc1cccc(C(F)(F)F)c1)C(C)c1ccccn1 (configuration not stated) | -1.1 | -3.4 | 1.4 | 7 | 3 | -6 | 0.0 | 7 | -4
12 | CCO[C@@H]1OC(C(=O)N2CCN(Cc3ccccc3)CC2)=C[C@H](c2coc3ccccc3c2=O)[C@H]1CCCO | 0.3 | -1.1 | 0.5 | 6 | -6 | 2 | -0.4 | -9 | -6
13 | COc1cccc(NC(=O)COC(=O)Cc2ccc(Cl)cc2)c1 | 2.6 | -0.3 | 1.2 | 10 | -2 | -2 | -2.2 | -10 | -8
14 | Cn1c(=O)cc(OCCCC(=O)Nc2ccccn2)c2ccccc21 | 0.0 | -2.4 | / | -10 | -2 | -9 | 1.1 | -7 | 0
15 | CCC(C)(C)n1nnnc1C(c1ccc2ncccc2c1)N1CCN2CCCC2C1 (configuration not stated) | -1.4 | -4.8 | 0.9 | 0 | -1 | 3 | -0.3 | -2 | 4
16 | COc1ccc(C(=O)NNC(=O)CSc2nnc(C3CC3)n2C)cc1 | 0.5 | / | 0.2 | 0 | -1 | 10 | -1.7 | 5 | -3
17 | CNc1cc([N+](=O)[O-])ccc1OCc1ccccc1 | -0.1 | -2.1 | 3.1 | 5 | -1 | -12 | 3.6 | -3 | -1
18 | COc1cc(NCCCn2cnc(C(=O)Nc3ccc(C)c(C)c3)n2)cc(OC)c1OC | 0.2 | -1.7 | 2.0 | 8 | -12 | 8 | -0.6 | 0 | -6
19 | Cc1nn(C(=O)Cn2ccc([N+](=O)[O-])n2)c(C)c1Cl | -1.1 | 0.8 | 0.1 | 1 | -7 | 7 | -1.6 | -7 | 9
20 | Cc1c(N2C(=O)/C(=C/c3cccc4ccccc34)SC2=S)c(=O)n(-c2ccccc2)n1C | -0.9 | -0.1 | / | 18 | 20 | 6 | 12 | -12 | 6
21 | COc1ccc(Cl)cc1NC(=O)CN(C)C(=O)CN1C(=O)NC2(CCCC2)C1=O | 0.4 | 0.1 | 2.5 | -7 | 2 | 4 | 3.4 | -8 | 3
22 | O=c1[nH][nH]c(C(F)(F)F)c1/C=N/N1CCOCC1 | -1.1 | -0.9 | -13 | -13 | -1 | -3 | 0.0 | 2 | 3
23 | COc1ccccc1OCC(=O)NCCSCc1ccc(Cl)cc1 | 2.5 | -1.6 | 0.2 | 30 | 3 | 0 | 0.2 | 1 | 1
24 | CCOC(=O)N1CCC(N2Cc3cccc(C(=O)Nc4ccc(N(CC)CC)cc4C)c3C2=O)CC1 | 0.1 | 1.6 | -0.9 | 18 | -4 | -7 | -1.6 | 3 | -6
25 | COC(=O)c1c(NC(NC(=O)C(C)(C)C)C(Cl)(Cl)Cl)sc2c1CCC2 (configuration not stated) | 2.1 | -3.9 | / | 14 | 1 | 8 | 0.0 | 13 | -7
26 | Cc1cccc(C(=O)Nc2nsc(N)n2)c1 | -0.2 | -1.7 | 2.1 | 6 | -12 | 0 | 0.1 | 6 | -4
27 | Cc1ccc(NC(=O)c2cc(N3C(=O)CCC3=O)ccc2N2CCOCC2)cc1 | -0.2 | -0.7 | -0.1 | -6 | -3 | 1 | -0.5 | -4 | -2
28 | Cc1cccc(NC(=O)c2cc[n+]([O-])cc2)c1C | -2.0 | 0.2 | 0.5 | 3 | 2 | -4 | -1.1 | -3 | -4
29 | Cc1nc(SCC(=O)Nc2c(C)n(C)n(-c3ccccc3)c2=O)c2cnn(-c3ccccc3)c2n1 | 0.7 | -4.4 | -0.4 | 9 | -1 | 2 | -1.9 | 12 | -6
30 | CC(=O)C1CCC2C3CCC4CC(O)CCC4(C)C3CCC12C (configuration not stated) | 2.5 | -1.1 | 1.9 | -2 | 2 | 11 | -0.8 | 7 | -5

An excerpt of the results above, as a working copy:
No. | molecule | PfHsp40 yeast | FadD28 binding | TcdB GH inh | Y pestis TopoI | Anthrax LF prot | PrPC surface inh | BoNT A protease | CCHFV vOTU inh | BoNT F protease
25 | COC(=O)c1c(NC(NC(=O)C(C)(C)C)C(Cl)(Cl)Cl)sc2c1CCC2 (configuration not stated) | 2.1 | -3.9 | / | 14 | 1 | 8 | 0.0 | 13 | -7
26 | Cc1cccc(C(=O)Nc2nsc(N)n2)c1 | -0.2 | -1.7 | 2.1 | 6 | -12 | 0 | 0.1 | 6 | -4

Back to the main list with the seven entries that preceded the break.
No. | molecule | PfHsp40 yeast | FadD28 binding | TcdB GH inh | Y pestis TopoI | Anthrax LF prot | PrPC surface inh | BoNT A protease | CCHFV vOTU inh | BoNT F protease
24 | CCOC(=O)N1CCC(N2Cc3cccc(C(=O)Nc4ccc(N(CC)CC)cc4C)c3C2=O)CC1 | 0.1 | 1.6 | -0.9 | 18 | -4 | -7 | -1.6 | 3 | -6
25 | COC(=O)c1c(NC(NC(=O)C(C)(C)C)C(Cl)(Cl)Cl)sc2c1CCC2 (configuration not stated) | 2.1 | -3.9 | / | 14 | 1 | 8 | 0.0 | 13 | -7
26 | Cc1cccc(C(=O)Nc2nsc(N)n2)c1 | -0.2 | -1.7 | 2.1 | 6 | -12 | 0 | 0.1 | 6 | -4
27 | Cc1ccc(NC(=O)c2cc(N3C(=O)CCC3=O)ccc2N2CCOCC2)cc1 | -0.2 | -0.7 | -0.1 | -6 | -3 | 1 | -0.5 | -4 | -2
28 | Cc1cccc(NC(=O)c2cc[n+]([O-])cc2)c1C | -2.0 | 0.2 | 0.5 | 3 | 2 | -4 | -1.1 | -3 | -4
29 | Cc1nc(SCC(=O)Nc2c(C)n(C)n(-c3ccccc3)c2=O)c2cnn(-c3ccccc3)c2n1 | 0.7 | -4.4 | -0.4 | 9 | -1 | 2 | -1.9 | 12 | -6
30 | CC(=O)C1CCC2C3CCC4CC(O)CCC4(C)C3CCC12C (configuration not stated) | 2.5 | -1.1 | 1.9 | -2 | 2 | 11 | -0.8 | 7 | -5
31 | CC(C)[C@H](NC(=O)C1CCN(S(=O)(=O)c2ccc(F)cc2)CC1)C(=O)NCc1ccncc1 | 0.5 | -4.5 | 1.2 | -3 | 0 | 0 | -0.7 | 7 | 1
32 | O=c1[nH]cnc2c1ncn2Cc1ccc([N+](=O)[O-])cc1 | 0.6 | 0.9 | 0.8 | 6 | 13 | -10 | 0.6 | -12 | -3
33 | CC(=O)N1CCOc2ccc(S(=O)(=O)NCC3CCC(C(=O)Nc4ccc(C)cn4)CC3)cc21 (configuration not stated) | -1.0 | 1.9 | -0.4 | 20 | -2 | 18 | -2.1 | 12 | 2
34 | CS(=O)(=O)Nc1cccc(-c2cc(NC=O)c3ncc(-c4ccc(F)c(Cl)c4)n3c2)c1 | / | -0.2 | -0.9 | 36 | -6 | 0 | -0.4 | 2 | 1
35 | CC(=O)c1ccc(NS(=O)(=O)c2ccc(N/C=C/C(=O)c3ccc(F)cc3)cc2)cc1 | 0.9 | -0.6 | 0.2 | -2 | -2 | -8 | 2.0 | 15 | -6
36 | O=C(Cc1ccc(F)cc1)N/N=C/c1ccccn1 | 0.9 | -3.3 | -0.3 | 4 | -1 | 5 | 0.3 | -7 | -1
37 | COc1cc(C)c(NC(=S)Nc2cccc(Cl)c2C)cc1OC | -0.4 | -6.4 | 0.7 | -3 | -1 | -1 | 0.3 | 1 | 2
38 | Cc1noc(C)c1S(=O)(=O)N(CC(=O)N1CCn2c1nc1ccccc12)c1ccc(C(C)C)cc1 | -0.1 | -0.2 | 0.7 | 0 | 0 | 3 | -0.5 | 10 | -6
39 | CCC(Oc1ccc2c(=O)c(-c3ccccc3OC)coc2c1)C(=O)OCc1ccccc1 (configuration not stated) | 4.5 | -4.4 | / | 22 | 0 | 5 | -0.1 | 6 | -1
40 | C/C(CC(=O)Nc1ccc(Cl)cc1Cl)=N\NC(=O)c1ccncc1 | -1.1 | -1.3 | -2.5 | 13 | -12 | -4 | -0.7 | -7 | 1
41 | O=C(Cc1cccs1)Nc1ccccn1 | 1.1 | -1.9 | / | 2 | 1 | -1 | 2.2 | 2 | 4
42 | COc1ccc(NC(=O)CSc2nc(N)cc(N)n2)cc1S(=O)(=O)N1CCCCC1 | 1.6 | -1.5 | 1.5 | 0 | 2 | 6 | 1.3 | 2 | 6
43 | O=C(CSc1ccc(F)cc1)Nc1nnc(-c2ccco2)o1 | -0.2 | -1.6 | 2.4 | 1 | 0 | 3 | 2.5 | 0 | 3
44 | COc1cc2c(cc1NS(=O)(=O)N1CCCCC1)oc1ccccc12 | 0.4 | -0.1 | / | 3 | -6 | -1 | -4.0 | -9 | -5
45 | COCCn1c(SC)nnc1-c1c[nH]c2ccccc12 | 0.2 | -1.1 | 1.2 | 0 | 0 | -5 | -0.4 | -1 | 0
46 | O=C(Nc1cc(-c2nn(CC(=O)N3CCCCC3)c(=O)c3ccccc23)ccc1N1CCOCC1)c1ccc(Cl)cc1 | -0.3 | 0.5 | 1.5 | 12 | -1 | -4 | 2.3 | -10 | 0
47 | CCn1c(C(=O)OC)cc2c1ccn2-c1ccc(F)cc1 | -1.0 | -1.5 | / | -6 | -5 | 2 | -0.6 | 18 | -13
48 | Cc1ccc(S(=O)(=O)NCCCNC(=O)c2ccccc2)cc1 | -0.4 | -0.7 | / | 0 | -2 | -3 | -2.2 | -1 | -4
49 | NC(=S)N1N=C(c2ccccc2)CC1=O | 0.0 | 0.6 | -0.7 | 6 | -14 | -3 | -0.1 | 15 | 11
50 | CCOC(=O)CCC(=O)NNC(=O)c1ccc(NC(=O)c2ccccc2)cc1 | 12 | -3.0 | 2.0 | 1 | 0 | 1 | 0.5 | 0 | 0
51 | CCOC(=O)c1c(-c2ccc(C)o2)csc1NC(=O)CSc1ncn[nH]1 | 0.2 | -5.3 | / | -13 | -5 | 3 | -0.8 | -2 | -10
52 | C=C1CCCC2OC(CC3=CC4/C(C)=C/CC(C)CC(/C=C(\C)C(O)C5CC(O)C(O)C(CCC(O)/C=C/C(C)=C/CCC6=NCCC(C3)C64C)O5)OC(=O)CC3OC(C(O)C1)C(O)C3O)CC(O)C2O (configuration not stated) | / | -3.6 | 0.2 | 9 | 0 | 6 | 0.0 | -6 | 4
